Screening data as filed in PubChem BioAssay.
RSV CPE inhibition: inhibition of RSV-induced cytopathic effect – HEp-2 cells, primary 10 µM value included (AID 2391). HEp-2 cells, RSV-induced CPE inhibition; higher % means a stronger effect. CPE inhibition, % at 10 µM, or IC50 in µM where a hit was titrated. 0.13% of 310,000 active; in the data active means a potency from the dose series; further: strong numbers were not always called active
Salmonella PhoP GFP: inhibitors of PhoP regulon expression, primary screen, Salmonella Typhimurium, GFP reporter (AID 1863); S. Typhimurium PhoP-regulated promoter GFP reporter, 4 h; higher % means a stronger effect; inhibition, % at 50 µM, or IC50 in µM where a hit was titrated; 0.16% of 300,000 active;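 active means inhibition over 29.93%, a cutoff 3 SD above the screen mean, later confirmed by dose response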;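 further: 0% = low Mg2+ inducing control and 100% = high Mg2+ repressing control; strong numbers were not always called active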
Myeloid diff 2: myeloid differentiation induction. 1% of 360,000 active. ER-HoxA9 myeloid progenitors, lysozyme-GFP differentiation, flow cytometry. AID 624256. calls only at 10 µM;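 active means normalized GFP-positive differentiation at or above the plate's own cutoff, the solvent-only control mean plus 3 SD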;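 further: cells exposed to compound for four days before flow analysis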
Myeloid diff 2 GFP+ MAC1+ %: second read-out of Myeloid diff 2, no call of its own (marks repeat the call); GFP+ MAC1+ double positive, %; measured here: differentiation confirmed by MAC1 staining
The depositor's hits bear a star; i = inactive; + = active, no number. An excerpt; rates above refer to the full screens.

SMILES | RSV CPE inhibition | Salmonella PhoP GFP | Myeloid diff 2 | Myeloid diff 2 GFP+ MAC1+ %
CCOc1ccc(NS(=O)(=O)c2ccc(C(=O)NCC3(N(C)C)CCCCC3)cc2)cc1 | -2.6% | 2% | i | 0.5
Cc1ccc(C(=O)OCC(=O)NCCNC(=O)COC(=O)c2ccc(C)s2)s1 | -1.8% | 0% | i | 0.8
O=C(CN1C(=O)c2cccc([N+](=O)[O-])c2C1=O)OCC(=O)N1CCCCC1 | 0.6% | -5% | i | 1.1
CCCCn1c(N)c(N(CCOC)C(=O)c2ccc(S(=O)(=O)N3CCCCC3)cc2)c(=O)[nH]c1=O | 0.6% | 7% | i | 0.6
CN(C(=O)COC(=O)COc1ccc2c(c1)CCC2)c1c(N)n(Cc2ccccc2)c(=O)[nH]c1=O | 0.3% | 1% | i | 0.3
CCN1C(=O)[C@H]2[C@@H](c3ccc(SC4CCCCC4)c(OC)c3)N[C@@](Cc3ccccc3)(C(=O)OC)[C@H]2C1=O | 4.9% | -9% | i | 1.9
Cc1ccc(-c2cc(C(=O)Nc3ccncc3)c3ccccc3n2)cc1 | 5.8% | 4% | i | 0.5
CCCC[C@@H]1CNCCN1CCCc1cc(OC)c(OC)c(OC)c1 | 0.7% | 7% | i | 1.8
Cc1cccc(C)c1NC(=O)CNC(=O)CNC(=O)c1ccc2c(c1)OCO2 | 0.2% | -4% | i | 1.0
Cc1ccc(C)c(OCC(=O)NNC(=O)CSC(=S)N2CCCC2)c1 | -1.7% | 1% | i | 0.4
Cc1c(C(=O)N2CCCCC2)oc2ccc(Br)cc12 | 3.1% | 0% | i | 0.7
Cc1ccn2c(=O)c(C(=O)NC3CCCCC3C)c(O)nc2c1 (stereo not given) | 6.8% | -6% | i | 2.4
Cc1c(C(=O)NCC2CCCO2)oc2c(Cl)cccc12 (stereo not given) | 2.6% | 0% | i | 0.6
CSc1ccc(S(=O)(=O)NCC(=O)OCC(=O)NC2(C#N)CCCCC2)cc1[N+](=O)[O-] | -1.2% | 7% | i | 0.5
O=C(CN1C(=O)NC2(CCCC2)C1=O)Nc1nc2ccccc2s1 | 2.1% | 5% | i | 0.6
Cc1ccc(C)c(S(=O)(=O)N2CCCC2CNC(=O)C(=O)NCCc2ccco2)c1 (stereo not given) | 8.1% | -3% | i | 0.8
CCCCCN(C(=O)CCC(=O)OC(C)C(=O)NC1CCCCC1)c1c(N)n(CCCC)c(=O)[nH]c1=O (stereo not given) | -0.9% | -4% | i | 0.7
Cc1ccc(C(=O)N2CCN(c3ccccc3O)CC2)cc1S(=O)(=O)N1CCCCC1 | 1.3% | 2% | i | 0.7
COC(=O)c1c(NC(=O)C2=COCCO2)sc(C)c1C | -0.8% | -1% | i | 0.6
CCCOC(=O)c1c(-c2ccccc2)nc(CC)c(C(=O)SCC)c1CCC | 39% | 3% | i | 1.4
COc1cccc(NC(=O)NC2CC(=O)N(c3ccc4c(c3)OCCO4)C2)c1 (stereo not given) | 1.0% | -4% | i | 0.9
CC(C)c1ccc(NC(=O)CSc2nc(=O)n(CCCN3CCOCC3)c3c2CCC3)cc1 | 1.1% | 6% | i | 0.5
O=C(NC1CCS(=O)(=O)C1)c1cccc(Br)c1 (stereo not given) | -1.2% | -3% | i | 0.6
CN(CC(=O)Nc1ccc(Cl)c(C(F)(F)F)c1)C(=O)c1cc(-c2ccncc2)nc2ccccc12 | 46% | -5% | i | 0.2
CCC(CC)c1nnc(NC(=O)C2=COCCO2)s1 | -2.1% | 18% | i | 1.1
CCC[C@@H]1CCCO[C@@](C(=O)NCc2ccc(S(C)(=O)=O)cc2)(C(F)(F)F)C1 | -0.1% | -4% | i | 2.5
CCCCn1c(N)c(N(CC(C)C)C(=O)c2cc(-c3ccc(F)cc3)nc3ccccc23)c(=O)[nH]c1=O | -3.0% | 2% | i | 0.6
CCOc1ccc(OCCC(=O)OCC(=O)NC2CC2)cc1 | 0.1% | 2% | i | 1.1
CCCCCN(C(=O)CCC(=O)OCC(=O)c1ccc(C(C)(C)C)cc1)c1c(N)n(CCCC)c(=O)[nH]c1=O | -1.4% | -6% | i | 1.1
COc1ccc(-c2cc(C(=O)N(C)CC(=O)Nc3ccccc3Br)c3ccccc3n2)cc1OC | -0.7% | -5% | i | 0.5
Cc1ccc(CN2CC(C(=O)Nc3ccc(C)cn3)CC2=O)cc1 (stereo not given) | -1.3% | -9% | i | 1.1
COCCN(C(=O)COC(=O)/C=C/c1ccc(C(F)(F)F)cc1)c1c(N)n(Cc2ccccc2)c(=O)[nH]c1=O | 1.9% | -1% | i | 1.3
COc1ccccc1-n1ccnc(SCC(=O)NC2CCCC2)c1=O | -0.4% | -8% | i | 0.8
COCCCN(C(=O)c1cc2c(s1)CCCCC2)c1c(N)n(Cc2ccccc2)c(=O)[nH]c1=O | -2.1% | -8% | i | 0.8
O=C(Nc1ccccc1)C1=C[C@@H](c2ccc3c(c2)OCO3)C[C@@H](OCCCCO)O1 | 0.0% | 5% | i | 0.8
Cc1cc(C(=O)CCC(=O)Nc2ncccc2C)c(C)s1 | -0.6% | -2% | i | 1.1
Cc1nnc(SC(C)C(=O)NC2CCCCC2C)n1N (stereo not given) | -0.5% | 3% | i | 0.9
COc1cccc(COC(=O)c2ccc3c(c2)NC(=O)C(C)S3)c1OC (stereo not given) | -0.2% | 2% | i | 1.3
CC[C@@]12C(=O)N(c3cccc(Br)c3)C(=O)N1[C@H](c1ccc(F)cc1)[C@@H]1C(=O)N(C3CCCCC3)C(=O)[C@@H]12 | 45% | -5% | i | 0.4
Cc1ccc(CC(=O)N(C)CC(=O)Nc2ccc(N3CCOCC3)cc2)cc1C | 0.9% | 11% | i | 1.0
O=C(O)C[C@H]1c2cc(F)ccc2S(=O)(=O)N1C1CCCCC1 | 2.3% | -11% | i | 1.6
CCN(CC(=O)Nc1c(F)cccc1F)C(=O)CCOc1ccc(C)cc1 | -0.2% | 8% | i | 0.5
Cc1ccc(C2(C)NC(=O)N(CC(=O)NNC(=O)c3cc(C)oc3C)C2=O)cc1 (stereo not given) | 0.3% | -6% | i | 0.4
CCOC(=O)C1=C(COC(=O)c2cccc(NC(C)=O)c2)NC(=O)NC1C (stereo not given) | -0.4% | 11% | i | 0.9
CC(=O)OCC(=O)C1CCC2C3CC=C4CC(O)CCC4(C)C3CCC12C (stereo not given) | -2.2% | -3% | i | 2.7
Cc1cc(NC(=O)CSc2nc(C)c(C)c(=O)[nH]2)no1 | -1.0% | -3% | i | 0.4
CCN(CC(=O)Nc1c(F)cccc1F)C(=O)c1ccc2c(c1)OCCO2 | -0.9% | -1% | i | 1.0
CNC(=O)C(=O)N1CCC2(CC1)OCCN2S(=O)(=O)c1ccc(C)cc1 | 0.1% | 5% | i | 0.8

In the list so far, eight contain an NH in an aromatic ring:
SMILES | RSV CPE inhibition | Salmonella PhoP GFP | Myeloid diff 2 | Myeloid diff 2 GFP+ MAC1+ %
CCCCn1c(N)c(N(CCOC)C(=O)c2ccc(S(=O)(=O)N3CCCCC3)cc2)c(=O)[nH]c1=O | 0.6% | 7% | i | 0.6
CN(C(=O)COC(=O)COc1ccc2c(c1)CCC2)c1c(N)n(Cc2ccccc2)c(=O)[nH]c1=O | 0.3% | 1% | i | 0.3
CCCCCN(C(=O)CCC(=O)OC(C)C(=O)NC1CCCCC1)c1c(N)n(CCCC)c(=O)[nH]c1=O (stereo not given) | -0.9% | -4% | i | 0.7
CCCCn1c(N)c(N(CC(C)C)C(=O)c2cc(-c3ccc(F)cc3)nc3ccccc23)c(=O)[nH]c1=O | -3.0% | 2% | i | 0.6
CCCCCN(C(=O)CCC(=O)OCC(=O)c1ccc(C(C)(C)C)cc1)c1c(N)n(CCCC)c(=O)[nH]c1=O | -1.4% | -6% | i | 1.1
COCCN(C(=O)COC(=O)/C=C/c1ccc(C(F)(F)F)cc1)c1c(N)n(Cc2ccccc2)c(=O)[nH]c1=O | 1.9% | -1% | i | 1.3
COCCCN(C(=O)c1cc2c(s1)CCCCC2)c1c(N)n(Cc2ccccc2)c(=O)[nH]c1=O | -2.1% | -8% | i | 0.8
Cc1cc(NC(=O)CSc2nc(C)c(C)c(=O)[nH]2)no1 | -1.0% | -3% | i | 0.4

(cont.)
SMILES | RSV CPE inhibition | Salmonella PhoP GFP | Myeloid diff 2 | Myeloid diff 2 GFP+ MAC1+ %
COc1ccc2oc(C(=O)OCC(=O)Nc3ccc(NC(C)=O)cc3)c(C)c2c1 | -0.9% | 7% | i | 0.8
CC1CCCCN1C(=O)NC1CC(=O)N(c2ccc3c(c2)OCCO3)C1 (stereo not given) | 0.6% | -5% | i | 0.7
N#Cc1ccccc1OCC(=O)Nc1ccccc1C(=O)NC1CC1 | -0.8% | -5% | i | 0.9
COc1cc(C(=O)OCC(=O)N(CC(C)C)C2CCS(=O)(=O)C2)ccc1OCC(C)C (stereo not given) | 0.3% | 4% | i | 0.9
Cc1ccc(C(=O)CCC(=O)OCC(=O)Nc2ccc3[nH]c(=O)[nH]c3c2)cc1 | 0.2% | 15% | i | 0.2
CCOc1ccc(-n2ccnc(SCC(=O)Nc3ccc(CC)cc3)c2=O)cc1 | 18% | -5% | i | 0.4
Cc1cc(C)n2nc(C(=O)OC(C)C(=O)c3cc(C)c(C)cc3C)nc2n1 (stereo not given) | -1.2% | -6% | i | 0.7
COc1cccc(NC(=O)CN(C)C(=O)CC2CC3CCC2C3)c1 (stereo not given) | -1.2% | -6% | i | 0.9
Cc1cc(Br)ccc1NC(=O)CNC(=O)COc1ccccc1C | -1.9% | -7% | i | 0.4
N#Cc1cccc(NC(=O)CNc2cccc(S(=O)(=O)N3CCCCC3)c2)c1 | 4.9% | -2% | i | 1.1
O=C(Nc1ccncc1)c1ccc(Cl)c(S(=O)(=O)N2CCCC2)c1 | 2.8% | 0% | i | 0.6
COc1ccc(C)cc1S(=O)(=O)Nc1cc2c3c(c1)C(C)C(=O)N3CCC2 (stereo not given) | 2.6% | 6% | i | 0.6
CCN(CC(=O)Nc1ccc2c(c1)OCCO2)C(=O)/C=C/c1cccc(OC)c1OC | -2.1% | 0% | i | 1.4
Cc1ccc(-c2nnc(NC(=O)CCS(=O)(=O)c3ccc(F)cc3)o2)c(C)c1 | -0.5% | -5% | i | 0.7
COc1ccc(CC(=O)Oc2ccccc2C)cc1S(=O)(=O)N1CCOCC1 | -2.3% | -4% | i | 1.6
CCN(c1ccccc1)S(=O)(=O)c1cccc(C(=O)NCc2cccnc2)c1 | 0.2% | 2% | i | 1.5
CCCC[C@@H]1CCCO[C@@](C(=O)NCc2cc(C)n(C)n2)(C(F)(F)F)C1 | 1.8% | -11% | i | 2.4
COc1ccc(N2CC(C(=O)NNC(=O)c3ccc(Br)cc3)CC2=O)c(OC)c1 (stereo not given) | 2.5% | 2% | i | 1.0
O=C(OCc1cccc(Cl)c1)c1cc([N+](=O)[O-])ccc1N1CCOCC1 | 4.7% | -6% | i | 0.8
CC1CCc2[nH]c3ccc(C(=O)N4CCCC(C(F)(F)F)C4)cc3c2C1 (stereo not given) | 5.1% | -1% | i | 1.1
CCCCn1c(N)c(N(CC(C)C)C(=O)CCCc2nc3ccccc3s2)c(=O)[nH]c1=O | -1.6% | 1% | i | 0.8
Cc1cccc(NC(=O)CSCC(=O)Nc2cccc(S(=O)(=O)N3CCCCCC3)c2)c1 | 11% | -5% | i | 0.8
CCOc1ccc(S(=O)(=O)NCc2ccncc2)cc1NC(=O)c1ccccc1 | 0.2% | -6% | i | 0.6
CC(OC(=O)C1CC1C)C(=O)Nc1ncc(Cl)cc1Cl (stereo not given) | 0.7% | 0% | i | 0.8
COc1cccc(C(=O)NCCS(=O)(=O)NC(C)CCc2ccccc2)c1 (stereo not given) | -0.2% | -5% | i | 0.7
CNC(=O)c1ccc(NC(=O)CN2c3cccc4cccc(c34)S2(=O)=O)cc1 | -0.8% | 1% | i | 1.8
CCN(CC)CCCn1c2c(c(SCC(=O)Nc3cccc(C)c3C)nc1=O)CCC2 | -1.4% | -4% | i | 0.8
Cc1cnc(C(=O)OCC(=O)c2c(N)n(CC(C)C)c(=O)n(C)c2=O)cn1 | 2.9% | -4% | i | 0.4
O=C(NCc1ccccn1)c1ccccc1OCc1ccc(F)cc1 | -1.6% | -2% | i | 0.9
CC1CCC(NC(=O)COC(=O)CCC(=O)c2ccc(Cl)s2)CC1 (stereo not given) | -2.7% | -5% | i | 0.9
CCC1Nc2ncnc(N3CCOCC3)c2N(Cc2ccc(C)cc2)C1=O (stereo not given) | 1.5% | 7% | i | 0.9
Cc1nnc(SCC(=O)N(C2CCCCC2)C2CCS(=O)(=O)C2)n1N (stereo not given) | -1.5% | -5% | i | 0.7
CSc1ccc(Cl)c(C(=O)NNC(=O)c2csc(N3CCOCC3)n2)c1 | 0.8% | -4% | i | 0.8
Cc1ccc(C(=O)NCC(=O)N2CCCC(C(F)(F)F)C2)s1 (stereo not given) | -0.9% | -3% | i | 1.3
COC(=O)C[C@H]1c2ccccc2S(=O)(=O)N1c1cccc(OC)c1 | -1.3% | -10% | i | 2.8
Cc1cccc(NS(=O)(=O)c2cc3c4c(c2)CCC(=O)N4CCC3)c1 | 21% | 2% | i | 0.6
c1ccc(C[C@H]2CNCCN2CCC23CC4CC(CC(C4)C2)C3)cc1 | 5.6% | 10% | + | 4.0*
